Bioassay records from PubChem.
BRCA1 expr act: increases BRCA1 expression | MCF7-BRCA1-FFLuc reporter, luminescence, 48 h; response scale: scaled: vehicle 0%, 10 µM genistein 100% | Potency, µM (doses to about 46.1 µM), inactives show at the top dose activation, usual class: activators | actives 1.1% (n = 380,000) | AID 624202; active means well fitted activation curve with a large enough effect; inconclusive means small, poorly fitted or top-dose-only effect; inactive means no such curve, though single readings can be large or run the other way; further: nearly all actives have a fitted effect of over 80% in size; some results filed as inactive show a strong effect at the top dose
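Using MCF7 cells harboring a BRCA1 firefly luciferase reporter, plated 2 h before compound pinning, the screen measured luminescence after 48 h incubation. Responses were normalized to DMSO and 10 microM genistein, then fitted for concentration-effect.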
An asterisk follows results filed as active; ? = inconclusive; [ ] = remark or other dose. Potency means the concentration at half of the fitted maximal effect. This is a subset; count on the stated rates, not on these rows.

SMILES	BRCA1 expr act
COc1ccc(Cn2c(=O)n(-c3ccc(F)c(Cl)c3)c(=O)c3c2c2cc(OC)ccc2n3C)cc1	13%
CCn1cc(C(=O)NCc2ccccc2)c(=O)c2cc(S(=O)(=O)N3CCc4ccccc4C3)ccc21	-18%
CCOc1ccc(CNC(=O)c2ccc3oc(=O)n(Cc4ccccc4)c3c2)cc1	-25%
Cc1cccc(N(C)C(=O)Cn2c(=O)oc3cc(S(=O)(=O)N4CCCCC4)ccc32)c1	3%
COc1cccc(C(=O)c2ccccc2C(=O)O)c1	5%
CCc1nc2ccc(C(=O)NCCOc3ccc(OC)cc3)cn2c1N(CC)Cc1ccc(OC)c(OC)c1	-29%
CCCS(=O)(=O)NC(=O)C1(C)CCN(C(=O)c2ccccc2OC(C)=O)C1 (configuration not stated)	6%
Cc1cccc(NC(=O)CSc2nc3c(oc4ccccc43)c(=O)n2Cc2ccco2)c1	-4%
COc1ccc(NC(=O)Cn2c(=O)n(Cc3ccco3)c(=O)c3sc4ccccc4c32)cc1Cl	-5%
Cc1ccc(S(=O)(=O)c2cn(CC(=O)Nc3ccc4c(c3)OCO4)c3ccc(C)cc3c2=O)cc1	0%
Cc1cc2c(s1)c1cnn(CC(=O)N3CCOCC3)c(=O)c1n2C	14%
C[C@@H]1CC2=C(C(=O)OC(C)(C)O2)[C@H](c2ccc(F)cc2)O1	6%
C=CC(=O)N1CCC[C@@H](n2nc(-c3ccc(Oc4ccccc4)cc3)c3c(N)ncnc32)C1	-65%[92.2 µM]
CN(C)c1ccc(CNC(=O)C2(C)Cc3c(-c4cccc(C(N)=O)c4)ccnc3O2)cc1 (configuration not stated)	-61%
Cc1oc(-c2ccc(C(=O)N(C)Cc3ccccc3)cc2)nc1CN1CCc2ccccc21	-25%

The last six compounds of the part above are carried over, then new ones follow:
SMILES	BRCA1 expr act
Cc1ccc(S(=O)(=O)c2cn(CC(=O)Nc3ccc4c(c3)OCO4)c3ccc(C)cc3c2=O)cc1	0%
Cc1cc2c(s1)c1cnn(CC(=O)N3CCOCC3)c(=O)c1n2C	14%
C[C@@H]1CC2=C(C(=O)OC(C)(C)O2)[C@H](c2ccc(F)cc2)O1	6%
C=CC(=O)N1CCC[C@@H](n2nc(-c3ccc(Oc4ccccc4)cc3)c3c(N)ncnc32)C1	-65%[92.2 µM]
CN(C)c1ccc(CNC(=O)C2(C)Cc3c(-c4cccc(C(N)=O)c4)ccnc3O2)cc1 (configuration not stated)	-61%
Cc1oc(-c2ccc(C(=O)N(C)Cc3ccccc3)cc2)nc1CN1CCc2ccccc21	-25%
CSc1ccc(CN2CCC2(C)C(=O)NCc2cccs2)cc1 (configuration not stated)	-7%
Cc1ccc2nc(NC3=NC4(CCCC4)C4=C(CCCC4=O)N3)oc2c1	9%
O=[N+]([O-])c1ccc(S(=O)(=O)N2CCN(c3nc(-c4cccs4)nc4ccccc34)CC2)cc1	25%
COc1ccc(N2CC(NC(=O)C(c3ccccc3)c3ccccc3)CC2=O)cc1OC (configuration not stated)	1%
COc1ccc(-c2noc(CCC(=O)Nc3ccc(C(F)(F)F)cc3)n2)cc1	-19%
C=Cc1ccc(Cn2c(=O)n(-c3ccc(C)cc3)c(=O)c3c2c2cc(OC)ccc2n3C)cc1	-3%
COc1ccc(/C=C/c2cnc3ccccc3n2)cc1OC	-27%
O=C1CC(c2cccc(O)c2)c2cc3c(cc2N1)OCO3 (configuration not stated)	-11%
COc1ccccc1-c1cc(NC(C)=O)c2ncc(-c3ccc(F)cc3)n2c1	-31%
C[C@@H]1CCCCO[C@@H](CN(C)Cc2ccc(Cl)c(Cl)c2)[C@@H](C)CN([C@H](C)CO)C(=O)c2cc(NC(=O)Nc3ccccc3)ccc2O1	-41%
Cc1cccc(C)c1-n1nnnc1C1(C)CCC(=O)N1Cc1cccc(C(F)(F)F)c1 (configuration not stated)	-30%
Cc1ccc(N(C)C(=O)CN2C(=O)CCc3cc(S(=O)(=O)N4CCOCC4)ccc32)cc1	24%
CC(C)(C)OC(=O)N1CCN(/[N+]([O-])=N/Oc2ccc([N+](=O)[O-])cc2[N+](=O)[O-])CC1	0%
Cc1ccc2cc3cc(C(=O)N4CCN(c5cccc(C(F)(F)F)c5)CC4)sc3nc2c1	1%
CCN(CCC#N)c1ccc(/C=C/c2ccnc3ccccc23)cc1	-52%

Quoted from the listing.
`Cc1cccc(C)c1-n1nnnc1C1(C)CCC(=O)N1Cc1cccc(C(F)(F)F)c1` (configuration not stated) in BRCA1 expr act is entered as -30%
`CC(C)(C)OC(=O)N1CCN(/[N+]([O-])=N/Oc2ccc([N+](=O)[O-])cc2[N+](=O)[O-])CC1` in BRCA1 expr act is entered as 0%

The list continues.
SMILES	BRCA1 expr act
Cc1ccc(CNS(=O)(=O)c2ccc(C(=O)N(C)C)s2)cc1	-1%
Cc1ccc(NC(=O)Cn2cc(S(=O)(=O)N3CCC(C)CC3)c3ccccc3c2=O)c(Br)c1	1%
COc1ccc(CCNC(=O)c2cnn(-c3cccc(C)c3)c2C2CCNCC2)cc1OC	-1%
CCOC(=O)c1ccc(NC(=O)C2CC(=O)NC(=Nc3ccc(C)c(C)c3)S2)cc1 (configuration not stated)	2%
CC(C)n1c(=O)c2ccccc2n1Cc1cn(-c2ccccc2)nn1	3%
COc1cc(OC)cc(C2=Cc3ccccc3C(CC(=O)c3ccco3)N2c2ccc(-c3cnc(OC)nc3)cc2)c1 (configuration not stated)	-10%
CCOC(=O)C1=CCN(S(=O)(=O)c2ccccc2)C1c1ccc(C)cc1 (configuration not stated)	0%
O=[N+]([O-])c1cc(-c2nc(-c3ccco3)no2)ccc1NCc1ccccc1	6%
O=S(=O)(c1cccc(C(F)(F)F)c1)N1CCN(c2nc(-c3ccccc3)nc3ccccc23)CC1	5%
COc1ccccc1NC(=O)Cn1c(SCC(=O)NCc2ccccc2)nc2ccccc21	-1%
CCCCNC(=O)C1c2ccccc2OCC(=O)N1CCCN1CCOCC1 (configuration not stated)	3%
COCCCNC(=O)CSc1nc2c(sc3ccccc32)c(=O)n1CCc1ccccc1	-18%
CC(C)c1ccc(/C=C2\C=Cc3ccccc32)cc1	39%
COc1ccc(S(=O)(=O)NC(=O)C2(C)CCN2C(=O)C2(c3ccccc3)CCCC2)cc1 (configuration not stated)	11%
CN1CCN(c2ccc3c(c2)OC[C@@H](Cc2ccccc2)NS3(=O)=O)CC1	0%
O=C(NCc1ccccc1)OC1CC2CC1[C@H]1CCCCN1C2=O (some centres not stated)	2%
O=C(NCc1ccccc1)c1cc(C2CCCN(S(=O)(=O)c3cccc4cccnc34)C2)on1 (configuration not stated)	-1%
CN1CCN(C(=O)c2ccc3c(c2)N(Cc2ccc(Cl)cc2)C(=O)c2ccccc2S3(=O)=O)CC1	3%
Cc1cc2nc(-c3ccc(F)cc3)c(Cc3ccccc3)n2c(C)c1Br	-16%
CN(Cc1cnn(-c2ccc(F)cc2)c1)C(=O)[C@H]1O[C@@H](n2cnc3c(N)ncnc32)[C@H](O)[C@@H]1O	18%
CCOC(=O)c1cccc(NC(=O)C2CCCN(S(=O)(=O)c3ccc4c(c3)oc(=O)n4C)C2)c1 (configuration not stated)	5%
CCOC(=O)c1ccc2c(c1)N(Cc1cccc([N+](=O)[O-])c1)C(=O)c1ccccc1S2	17%
CCc1nc2c(OCc3cc(Cl)cc(Cl)c3)cccn2c1N(C)C(=O)c1cccc(OC)c1	-41%
CSCCNC(=O)C1(C)CCN1C(=O)c1sccc1C (configuration not stated)	3%
COc1ccc(NC(=O)N2CCN(c3cc(-c4noc(C)n4)ccc3C)CC2)c(OC)c1	0%
CC(C)CSc1ccccc1NC(=O)c1sc2nc(-c3ccncc3)ccc2c1N	-24%
O=C(CSc1nc(-c2ccccc2)nc2c1CCCC2)c1ccc(F)cc1	-1%
O=C(OCc1cc(=O)n2nc(C3CC3)sc2n1)c1ccc(F)cc1	18%
COc1cccc(C(=O)Nc2nc(-c3nnn(-c4ccccc4C(F)(F)F)c3C)ns2)c1	0%
C(=C\c1ccccc1)/CN1CCN(C(c2ccccc2)c2nnnn2Cc2ccccc2)CC1 (configuration not stated)	0%
O=C(NCc1ccc(F)cc1)c1cc(C2CCCCN2C(=O)CCc2ccccc2)on1 (configuration not stated)	-4%
CCCN1CCN(CCNC(=O)Nc2cc(Cl)c(OC)cc2OC)CC1	4%
COc1cc(NC(=O)Cn2c(=O)n(Cc3ccccc3OC)c(=O)c3cccnc32)cc(OC)c1	0%
CC(C)(C)NC(=O)C1c2ccccc2OCC(=O)N1Cc1ccco1 (configuration not stated)	22%
COc1cc(NC(=O)c2cc(S(=O)(=O)N3CCC(C)CC3)cn2C)cc(OC)c1OC	-11%
CCOC(=O)C(=O)N(C)c1c(CC)nc2c(OCc3cccc(OC)c3)cccn12	10%
CCCN(C)C1CN(Cc2cn(Cc3cc(C)cc(C)c3)nn2)S(=O)(=O)C1 (configuration not stated)	6%
COc1cc(Nc2ncc3c(n2)CCN(C(=O)Nc2ccc(C(C)C)cc2)C3)cc(OC)c1OC	-24%
O=S1(=O)CC(N2CCN(CC3CC3)CC2)CN1C1CCCC1 (configuration not stated)	18%
O=C1NC[C@@H](CCCCN2C[C@H](Cc3ccccc3)N(CCC3CCCCC3)C(=O)C2=O)N(CCc2ccccc2)C1=O	-10%
O=C(c1ccncc1)N(c1ccc(N2CCOCC2)cc1)C(c1ccccc1)c1nc2ccccc2[nH]1 (configuration not stated)	?
COc1ccc(OC)c(NC(=O)Nc2nc(C(N)CCc3ccccc3)cs2)c1 (configuration not stated)	-48%
Cc1cn([C@H]2C[C@H](O)[C@@H](/C=C/C(=O)NCc3cccc4ccccc34)O2)c(=O)[nH]c1=O	19%
Cc1cccc(S(=O)(=O)NC(=O)C2(C)CCN2C(=O)C2(c3ccc(Cl)cc3)CCC2)c1 (configuration not stated)	-16%
CCOc1ccc(CCN2C(=O)C(=O)N([C@@H](Cc3ccccc3)CN3CCC[C@H]3CN3C(=O)C(=O)NC[C@@H]3Cc3ccccc3)C[C@@H]2Cc2ccccc2)cc1	-61%
CCN(CC)C(=O)Cn1c(=O)n(Cc2ccc(C(=O)NCc3ccc(C)cc3)cc2)c(=O)c2ccccc21	-5%
CCc1nc2c(OCc3ccccc3C(=O)OC)cccn2c1N(C)C(=O)c1cccc(OC)c1	-24%
COc1ccc(NC(=O)C2CCN(S(=O)(=O)c3ccc4c(c3)CCCC(=O)N4)CC2)cc1OC	7%
CC(C)CC1Nc2ccc(C(=O)NCCCOC(C)C)cc2NC1=O (configuration not stated)	0%
Cn1c(SCC(=O)c2ccc(F)cc2)nnc1-c1ccccc1Br	14%
COc1cc(NC(=O)C2CCCN(S(=O)(=O)c3ccc4c(c3)CCCC(=O)N4)C2)cc(OC)c1 (configuration not stated)	0%
COc1cc(Cl)c(NS(=O)(=O)c2ccc(-c3coc(C)n3)cc2)c(OC)c1	-28%
Fc1ccc(NCc2cccn2-c2nnc(N3CCOCC3)s2)cc1	3%
CCOc1ccc(C=Nc2ccc(/C=C/c3ccnc4ccccc34)cc2)cc1OCC	8%
CCOC(=O)[C@]12CCC=C1N(Cc1ccccc1)C(=O)[C@H](CC(=O)NCc1cccs1)C2	2%
Fc1ccccc1N1CCN(c2ncnc3c2nc2n3CCCCC2)CC1	0%
CN(C)CCNc1ncnc2c1ncn2[C@H]1CN(Cc2ccncc2)C[C@@H](CO)O1	0%
Cc1cc(Br)ccc1NC(=O)CCNS(=O)(=O)c1cccc2nonc12	5%
O=C(CCN1C(=O)c2ccccc2C1=O)c1cnc[nH]1	0%
COc1ccc(S(=O)(=O)N2CCCCC2c2cc(C(=O)NC(C)C)no2)cc1 (configuration not stated)	12%

Two entries from above in another layout:
Cc1ccc(NC(=O)Cn2cc(S(=O)(=O)N3CCC(C)CC3)c3ccccc3c2=O)c(Br)c1
  BRCA1 expr act: 1%
COc1ccc(CCNC(=O)c2cnn(-c3cccc(C)c3)c2C2CCNCC2)cc1OC
  BRCA1 expr act: -1%

Some of these compounds in order of molar mass, descending.
SMILES	BRCA1 expr act
COc1ccc(Cn2c(=O)n(-c3ccc(F)c(Cl)c3)c(=O)c3c2c2cc(OC)ccc2n3C)cc1	13%
COc1ccc(S(=O)(=O)NC(=O)C2(C)CCN2C(=O)C2(c3ccccc3)CCCC2)cc1 (configuration not stated)	11%
CC(C)CSc1ccccc1NC(=O)c1sc2nc(-c3ccncc3)ccc2c1N	-24%

Next section.
SMILES	BRCA1 expr act
CCCc1nc2sc3c(N4CCCCC4)ncnc3c2c2c1CCCC2	4%
COc1ccc(CNC(=O)c2cccc3c(-c4cnn(C)c4)coc23)cc1OC	-33%
COc1cc(C(CC(=O)NCc2ccccc2Cl)N2Cc3ccccc3C2=O)cc(OC)c1OC (configuration not stated)	3%
CC(C)Oc1cccc(NC(=O)C2(C)CCCN2C(=O)C(C)C)c1 (configuration not stated)	14%
CCOC(=O)[C@]12CCC=C1N(CCC1=CCCCC1)C(=O)[C@H](CC(=O)N1CCCC1)C2	-1%
Cc1ccc(S(=O)(=O)N2C[C@H]3C(=O)C[C@@H](c4ccccc4)N(S(=O)(=O)c4ccccc4C)[C@H]3C[C@H]2c2ccccc2)cc1	20%
S=C(NCCCN(Cc1ccc(Cl)cc1)c1ccc(Br)cn1)NCc1ccc2nc[nH]c2c1	-28%
COc1ccc(OC)c(NC(=O)C2(C)CCN2C(=O)Cc2ccccc2)c1 (configuration not stated)	33%
O=C1NC[C@H](Cc2ccc(O)cc2)N(CCc2cc(C(F)(F)F)cc(C(F)(F)F)c2)C1=O	8%
O=C1C=CC(=NN=C(c2ccccc2)c2ccccc2)C=C1	13%
CC(=O)Nc1ccc(NC(=O)CN2C(=O)CC(c3ccco3)Sc3ccccc32)cc1 (configuration not stated)	-11%
